MT1-MMP txn act = activates MT1-MMP transcription; HT1080 MT1-MMP promoter luciferase reporter, luminescence, overnight; hits give high values; activation factor at 10 µM; 86,000 tested, 0.16% active; AID 750;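 active means activation factor of at least 2 for MT1-MMP transcription at 10 µM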
CD11b adhes inh = inhibitors of human CD11b/CD18 binding to fibrinogen; P05107+P11215; K562 CD11b/CD18 adhesion to fibrinogen, ATPlite luminescence; Mn2+ added to activate the integrin; inhibition, % at 10 µM; 93,000 tested, 0.54% active; AID 1497;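 active means primary inhibition of 50% or more at 10 µM, then 40% or more on retest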; further: some results filed as inactive read as strong as hits
Target sequence (P05107 whole entry, looked up, other chains not shown): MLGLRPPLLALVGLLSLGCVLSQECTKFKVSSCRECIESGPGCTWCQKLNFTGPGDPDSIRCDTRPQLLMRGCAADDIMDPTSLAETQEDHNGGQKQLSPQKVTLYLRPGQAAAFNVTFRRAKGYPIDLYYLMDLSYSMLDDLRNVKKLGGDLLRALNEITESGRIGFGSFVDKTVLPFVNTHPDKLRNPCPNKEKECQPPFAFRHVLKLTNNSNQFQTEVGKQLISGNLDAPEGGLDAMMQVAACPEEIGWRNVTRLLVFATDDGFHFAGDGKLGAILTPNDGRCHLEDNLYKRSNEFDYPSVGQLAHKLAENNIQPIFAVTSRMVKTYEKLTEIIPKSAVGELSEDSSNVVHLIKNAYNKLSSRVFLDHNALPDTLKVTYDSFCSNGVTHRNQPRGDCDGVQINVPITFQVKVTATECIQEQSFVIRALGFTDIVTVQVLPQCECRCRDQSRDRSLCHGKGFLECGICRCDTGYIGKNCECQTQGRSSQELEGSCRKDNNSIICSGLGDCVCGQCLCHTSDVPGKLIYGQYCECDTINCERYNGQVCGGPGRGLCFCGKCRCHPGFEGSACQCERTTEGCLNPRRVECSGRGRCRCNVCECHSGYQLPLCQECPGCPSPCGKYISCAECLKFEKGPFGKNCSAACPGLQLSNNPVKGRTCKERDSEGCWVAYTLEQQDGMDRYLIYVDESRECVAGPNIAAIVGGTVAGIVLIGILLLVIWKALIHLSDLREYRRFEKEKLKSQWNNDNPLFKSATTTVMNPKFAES
CD11b adhes enh = increases human CD11b/CD18 adhesion to fibrinogen; P05107+P11215; activation, % at 10 µM; AID 1499; K562 CD11b/CD18 adhesion to fibrinogen, ATPlite luminescence; 93,000 tested, 0.07% active;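 active means 10 µM primary screen giving 50% or more activity, confirmed by 40% or more on retest at that dose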; further: strong numbers were not always called active; reference of the scale not given here
Numbers without * were called inactive; nt = no result given. An excerpt (hit frequency here may not be typical).

no.	Structure	MT1-MMP txn act	CD11b adhes enh	CD11b adhes inh
1	Cc1cc(C)nc(SC(C(=O)O)c2ccccc2)n1 (stereo not drawn)	nt	2.7	1.3
2	CSc1nc2ccc(NC(=O)c3ccco3)cc2s1	nt	0.0	2.6
3	CCn1c(SCC(=O)NNC(=S)Nc2ccc(C)cc2)nnc1-c1ccc(Cl)cc1	nt	5.4	-15.8
4	Cc1cc(C(F)(F)F)c(C#N)c(SCC(=O)Nc2nc3ccccc3s2)n1	nt	7.2	-23.1
5	O=C(C[n+]1cnn(CC(=O)c2ccc(Cl)cc2Cl)c1)c1ccc([N+](=O)[O-])cc1	nt	0.4	-5.1
6	O=C(Nc1ccccc1Cl)c1ccc(COc2ccc3c(c2)CCC3)cc1	nt	-4.0	1.0
7	CC1(C)Cc2cccc(OCC(=O)N3CCN(c4ccc([N+](=O)[O-])cc4)CC3)c2O1	nt	-3.8	7.5
8	CC(C)CNC(=O)c1ccccc1SCC(=O)NC12CC3CC(CC(C3)C1)C2	nt	1.3	2.5
9	O=C(O)/C(=C\c1cccc(F)c1)c1ccc(S(=O)(=O)N2CCCCC2)s1	nt	3.9	-15.0
10	CCOC(=O)c1c(/N=C/c2cc(C)ccc2O)sc2c1CCN(C)C2	nt	-3.2	4.9

Remaining list, next part.
no.	Structure	MT1-MMP txn act	CD11b adhes enh	CD11b adhes inh
11	COc1ccc(C(=O)Nc2nc(C)c3cc4c(cc3n2)OCO4)cc1	nt	5.2	-21.6
12	CC1CN(CC(=O)Nc2ccccc2Sc2ccccc2)CC(C)O1 (stereo not drawn)	nt	7.2	13.6
13	COc1cc(NS(=O)(=O)c2ccc(NC(=S)NC(=O)c3sc4ccccc4c3Cl)cc2)nc(OC)n1	nt	0.1	91.4
14	Cc1cccc(C)c1N=Cc1c(O)n(-c2nccs2)c(=O)c2ccccc12	nt	5.4	7.2
15	CCCCN1CNC(=S)N(c2ccccc2OCC)C1	nt	0.7	3.2
16	Cc1cccc(-n2c(C)cc(/C=N\NC(=O)c3cccs3)c2C)c1	nt	0.5	37.3
17	CC1(C)C(=O)OC(c2cccn2-c2cccc([N+](=O)[O-])c2)C2(CCCCC2)C1=O (stereo not drawn)	nt	-3.3	11.6
18	Cc1ccccc1C(=O)NC(=S)Nc1ccc(S(=O)(=O)N2CCOCC2)cc1	nt	0.3	9.9
19	CCN(CC)c1ccc(/C=N/NC(=O)Cc2cccs2)cc1	nt	0.4	17.9
20	CC1=CN2C(=N)/C(=C/c3ccc(C)o3)C(=O)N=C2S1	nt	0.1	26.0

Next section.
no.	Structure	MT1-MMP txn act	CD11b adhes enh	CD11b adhes inh
21	O=C(Nc1cccc(Cl)c1)c1cc(S(=O)(=O)NCCc2ccc(Cl)cc2)ccc1F	nt	-8.3	75.0
22	O=C(/C=C/NCC(=O)c1ccccc1)c1ccc(Br)cc1	nt	-2.8	6.1
23	CC(C)(C)C(=O)C[n+]1ccc(C(N)=O)cc1	nt	-0.2	-3.2
24	CC1Sc2n(c3ccccc3[n+]2C)N=C1c1ccccc1 (stereo not drawn)	nt	1.1	2.2
25	O=C(OCc1nc2ccccc2s1)c1cc2ccccc2oc1=O	nt	-1.7	3.5
26	COc1ccc(C(=O)/C=C2/Sc3cc4c(cc3N2C)OCO4)cc1	nt	34.7	-12.6
27	COc1cccc(OCC(=O)NNC(=O)Cc2cccs2)c1	nt	2.5	13.2
28	O=C(CCl)N1c2ccccc2OCC1c1ccccc1 (stereo not drawn)	nt	2.8	19.9
29	O=C(N/N=C/c1cccc(OC(=O)c2ccc3c(c2)OCO3)c1)c1cncc(Br)c1	nt	7.2	5.7
30	Cc1cc(C)c(S(=O)(=O)NCCCn2ccnc2)c(C)c1	nt	0.1	-10.4

Additional records follow.
no.	Structure	MT1-MMP txn act	CD11b adhes enh	CD11b adhes inh
31	CN(c1ccccc1)c1ccc(/C=C(\C#N)c2nnc3n2CCCCC3)cc1[N+](=O)[O-]	nt	-3.3	-0.6
32	Cc1ccc(NP(=O)(c2ccc(N(C)C)cc2NC(=O)c2cccs2)N2CCOCC2)cc1 (stereo not drawn)	nt	-1.0	-3.9
33	Cc1cccc(-n2cc(-c3ccc([N+](=O)[O-])cc3)[nH]c2=S)c1	nt	47.2	3.3
34	Cc1nn(-c2ccccc2)c(C)c1/C=N/NC(=O)c1cccs1	nt	-0.3	11.8
35	Cc1cc(C(=O)CN2CCCCC2)c(C)n1-c1ccc(F)cc1	nt	3.1	3.4
36	NC1=NC2(CCCCC2)N=C(Nc2ccc(Br)cc2)N1	nt	2.5	-1.1
37	CC1(C)Cc2ccccc2C(/C(=N\Nc2cccc(Cl)c2)C(N)=O)=N1	nt	-0.9	9.6
38	CCS(=O)(=O)Nc1ccc(C2=NN(C(=S)Nc3ccccc3)C(c3ccco3)C2)cc1 (stereo not drawn)	nt	94.1	-4.8
39	CCC(=O)Nc1ccc(C(=O)CSc2nnc(-c3ccccc3F)n2C2CC2)cc1	nt	84.7	-10.2
40	COc1ccc(O)c(C(=O)c2cnc3nc4ccccc4n3c2)c1	nt	69.0	9.2

Next entries follow.
no.	Structure	MT1-MMP txn act	CD11b adhes enh	CD11b adhes inh
41	CCOc1cc(NC(=S)NCCCOC)c(OCC)cc1NC(=O)c1cccs1	nt	-4.1	-0.4
42	CC(C)=CCC/C(C)=C/C=N/NC(=O)c1cccc([N+](=O)[O-])c1	nt	-3.6	0.5
43	Nc1ccc(Oc2ccc(Br)cc2)cc1	nt	0.1	-0.2
44	O=[N+]([O-])c1ccc(-c2cnc(SC(c3ccccc3)c3ccccc3)[nH]2)cc1	nt	-7.0	101.5
45	O=C(/C(=C/c1cccc(Cl)c1)c1nc2ccccc2[nH]1)c1ccccc1	nt	-0.3	45.1
46	O=C(O)CCn1cc(/C=C/C(=O)c2ccc(Cl)cc2)c(-c2ccc(Br)cc2)n1	nt	12.9	42.0
47	CCOc1ccc(/C=N/NC(N)=S)cc1	nt	0.3	-1.4
48	N#Cc1ccc(NC(=O)COC(=O)CSc2nnc(-c3ccc(Cl)cc3)o2)cc1	nt	-3.7	-2.8
49	CCCn1c(C)cc(/C=C(\C#N)C(=O)OCC(=O)Nc2cc(OC)c(OC)c(OC)c2)c1C	nt	3.0	5.7
50	Cc1cccc(NC(=O)CSc2ccc(-c3ccc4c(c3)OCO4)nn2)c1C	nt	9.6	0.9

The list goes on.
no.	Structure	MT1-MMP txn act	CD11b adhes enh	CD11b adhes inh
51	Cc1cccc(C(=O)Oc2ccccc2/C=N/Nc2ccc([N+](=O)[O-])cc2)c1	nt	44.8	-17.9
52	Cc1ccc(NC(=S)N(Cc2ccco2)C2CCN(C(C)C)CC2)cc1	nt	-0.7	11.2
53	Cc1nn(-c2ccccc2)c(C)c1/C=C/C(=O)OC(C)C(=O)Nc1ncc(Cl)cc1Cl (stereo not drawn)	nt	1.5	13.3
54	CC(=O)NNc1ncnc2ccccc12	nt	0.0	8.8
55	COc1ccccc1-c1nnc2sc(-c3ccc(N(C)C)cc3)nn12	0.5	15.1	14.8

Of the compounds above, these have four or more nitrogen atoms.
no.	Structure	MT1-MMP txn act	CD11b adhes enh	CD11b adhes inh
3	CCn1c(SCC(=O)NNC(=S)Nc2ccc(C)cc2)nnc1-c1ccc(Cl)cc1	nt	5.4	-15.8
4	Cc1cc(C(F)(F)F)c(C#N)c(SCC(=O)Nc2nc3ccccc3s2)n1	nt	7.2	-23.1
5	O=C(C[n+]1cnn(CC(=O)c2ccc(Cl)cc2Cl)c1)c1ccc([N+](=O)[O-])cc1	nt	0.4	-5.1
13	COc1cc(NS(=O)(=O)c2ccc(NC(=S)NC(=O)c3sc4ccccc4c3Cl)cc2)nc(OC)n1	nt	0.1	91.4
31	CN(c1ccccc1)c1ccc(/C=C(\C#N)c2nnc3n2CCCCC3)cc1[N+](=O)[O-]	nt	-3.3	-0.6
32	Cc1ccc(NP(=O)(c2ccc(N(C)C)cc2NC(=O)c2cccs2)N2CCOCC2)cc1 (stereo not drawn)	nt	-1.0	-3.9
34	Cc1nn(-c2ccccc2)c(C)c1/C=N/NC(=O)c1cccs1	nt	-0.3	11.8
36	NC1=NC2(CCCCC2)N=C(Nc2ccc(Br)cc2)N1	nt	2.5	-1.1
37	CC1(C)Cc2ccccc2C(/C(=N\Nc2cccc(Cl)c2)C(N)=O)=N1	nt	-0.9	9.6
38	CCS(=O)(=O)Nc1ccc(C2=NN(C(=S)Nc3ccccc3)C(c3ccco3)C2)cc1 (stereo not drawn)	nt	94.1	-4.8
39	CCC(=O)Nc1ccc(C(=O)CSc2nnc(-c3ccccc3F)n2C2CC2)cc1	nt	84.7	-10.2
48	N#Cc1ccc(NC(=O)COC(=O)CSc2nnc(-c3ccc(Cl)cc3)o2)cc1	nt	-3.7	-2.8
53	Cc1nn(-c2ccccc2)c(C)c1/C=C/C(=O)OC(C)C(=O)Nc1ncc(Cl)cc1Cl (stereo not drawn)	nt	1.5	13.3
54	CC(=O)NNc1ncnc2ccccc12	nt	0.0	8.8
55	COc1ccccc1-c1nnc2sc(-c3ccc(N(C)C)cc3)nn12	0.5	15.1	14.8

Source: PubChem
